# Screens: PubChem, IUPUI and University of Michigan
# ST2 IL33 inh – blocks human ST2 binding to IL-33. inhibition, % for hits at 17 µM. AlphaLISA ST2-Fc/biotin-IL-33 interaction, 1 h. 78,000 compounds, 2.3% hits. Q01638; in the data active = inhibition above about 30%; inconclusive = mostly about 10% to 28%
# Target sequence (Q01638 whole entry, looked up): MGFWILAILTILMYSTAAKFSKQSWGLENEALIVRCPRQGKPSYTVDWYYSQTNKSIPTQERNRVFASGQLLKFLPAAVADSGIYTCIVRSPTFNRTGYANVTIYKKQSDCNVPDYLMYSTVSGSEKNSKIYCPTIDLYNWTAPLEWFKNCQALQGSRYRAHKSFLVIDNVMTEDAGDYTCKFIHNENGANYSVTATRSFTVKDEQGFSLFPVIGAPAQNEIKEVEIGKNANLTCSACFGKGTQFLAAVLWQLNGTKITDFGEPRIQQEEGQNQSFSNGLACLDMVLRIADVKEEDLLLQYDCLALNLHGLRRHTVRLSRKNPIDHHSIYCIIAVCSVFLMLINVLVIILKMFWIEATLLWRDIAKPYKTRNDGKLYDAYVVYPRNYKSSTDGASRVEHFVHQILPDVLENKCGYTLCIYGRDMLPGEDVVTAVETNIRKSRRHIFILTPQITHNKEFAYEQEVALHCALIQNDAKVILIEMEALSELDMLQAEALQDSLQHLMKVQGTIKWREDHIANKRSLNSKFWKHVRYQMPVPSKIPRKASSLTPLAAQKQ
# Active calls of the source: *; i = inactive; u = inconclusive.
Compound,ST2 IL33 inh
O=C(Nc1ncc2c(n1)CC(c1ccco1)CC2=O)c1ccccc1 (stereo not given),u
O=C1CC(NCc2ccncc2)C(=O)N1c1ccc(Cl)cc1 (stereo not given),u
COc1ccc(CCc2nc(C)ccc2O)cc1,i
CC(=O)NC1CCN(Cc2nc(-c3cccc(Oc4ccccc4)c3)oc2C)C1 (stereo not given),i
Cc1ccc(Nc2c(-c3ccco3)nc3ccc(C)cn23)cc1,i
Cc1ccc(NS(=O)(=O)c2ccc3c(c2)c(=O)n(C)c(=O)n3C)cc1F,i
COc1cc(CN2CCSCC2)cc(OC)c1OC,i
O=C(c1cccs1)N1CCC(c2ccccc2)C1 (stereo not given),i
Cc1cc(N(C)C)nc(Nc2ccc(NC(=O)C3CCCCC3)cc2)n1,u
COCCn1cc(C(=O)NCc2ccco2)c2c3ccccc3n(C)c2c1=O,i
CCc1cnc(N2CCC(Cc3nnc(SC)n3C)CC2)nc1,i
COC(=O)c1ccccc1NC(=O)c1ccc(=O)n(Cc2ccc(F)cc2)c1,i
N#Cc1cccc(NC(=O)N[C@H]2CO[C@H]3[C@@H]2OC[C@@H]3Nc2nccc(-c3cccs3)n2)c1,i
COc1ccc(C2C3=C(CC(C)(C)CC3=O)Nc3nc(SCc4ccccc4)nn32)cc1OC (stereo not given),u
O=C(C[C@@H]1O[C@H](CNS(=O)(=O)c2ccccc2)[C@@H](O)[C@H]1O)NCc1ccc(F)cc1,i
CCOc1cc2c(cc1OCC)C1C(C(=O)NCc3cccs3)c3ccccc3C(=O)N1CC2 (stereo not given),i
COc1ccc(OC)c(C2C(C(=O)OCc3ccccc3)=C(C)Nc3ncnn32)c1 (stereo not given),i
COc1ccccc1/C=C(\NC(=O)c1ccc(OC)c(OC)c1)C(=O)Nc1ccc(F)cc1,u
COc1cc(C(=O)N2CCN=C2SCc2ccccc2C)cc(OC)c1OC,i
Cc1ccccc1C(O)c1ccccc1 (stereo not given),i
Cc1cc(C2CCC2)nc(N2CCNC(C(=O)O)C2)n1 (stereo not given),u
CCCN(CCC)S(=O)(=O)c1ccc(C(=O)Nc2nnc(COC)o2)cc1,i
O=C(CSc1nnc2sc3ccccc3n12)Nc1c(Cl)cccc1Cl,i
CCSc1nc(CC(=O)NCCN2CCNC2=O)cs1,u
Cn1c(=O)c2c(nc(SCC(=O)NC3CCCCC3)n2C)n(C)c1=O,i

# The results go on.
Compound,ST2 IL33 inh
Cc1cc(N2CCCCC2)nc2ccc(NC(=O)CCC(=O)N3CCC(C)CC3)cc12,i
N#Cc1cccc(NC(=S)N[C@H]2CO[C@H]3[C@@H]2OC[C@@H]3n2nnnc2-c2ccc3c(c2)OCO3)c1,i
Cc1cc(C)cc(C(c2ccccc2)C2([N+](=O)[O-])C(=O)c3ccccc3C2=O)c1 (stereo not given),i
NC1=NC(=O)C(CC(=O)Nc2ccc3c(c2)OCO3)S1 (stereo not given),i
Cc1nccn1CCC1CCCCN1C(=O)c1ccc(-n2cnnn2)cc1 (stereo not given),u
COc1ccc(C2C3=C(Nc4ncnn42)c2ccccc2OC3c2ccc(Cl)cc2)cc1 (stereo not given),i
O=C(O)C1C2C=CC(O2)C1C(=O)N1CCN(c2ccccc2)CC1 (stereo not given),i
COc1cccc(-c2nnc(SCC(=O)O)n2-c2ccccc2C)c1,i
Cc1cc(Nc2ccccc2)nc(N2CCN(S(=O)(=O)c3ccccc3Cl)CC2)n1,u
COc1ccc(NC(=O)CCC(=O)O)cc1,i
C=CCn1c2ccccc2c2cc([N+](=O)[O-])ccc21,u
O=C(O)C1CC(=O)N(Cc2ccc(Cl)cc2)C(=Nc2ccccc2)S1 (stereo not given),i
CCOC(=O)C1(Cc2ccccc2C(F)(F)F)CCN(C(=O)C2CCCO2)CC1 (stereo not given),u
CCC(C)N(Cc1ccncc1)Cc1ccc(OC)nc1 (stereo not given),u
CC1=C(C(=O)Nc2cccnc2)C(c2cccc(OCc3ccccc3)c2)n2nnnc2N1 (stereo not given),u
CCn1ccnc1CN(C)Cc1cn[nH]c1-c1cc2ccccc2o1,i
CC(Cn1cccn1)NC(=O)CCc1nc(-c2ccccc2F)no1 (stereo not given),i
CCOc1ccc2nc(N3CCCC3C(=O)NCc3ccccc3-n3cncn3)nc(C)c2c1 (stereo not given),i
CC(=O)Nc1ccc2sc(C)nc2c1,i
CCCn1cnc2cc(NCc3ccccc3OCC)ccc21,u
O=C(O)c1ccc(N2C(=O)CC(N3CCN(c4ccccn4)CC3)C2=O)cc1 (stereo not given),i
CC1=C(C(=O)Nc2ccc(F)cc2)C(c2sccc2C)C2=C(CCCC2=O)N1 (stereo not given),i
COc1ccc(-n2c(=O)c3ccccc3n(Cc3ccccc3C#N)c2=O)c(OC)c1,i
CC(C)C1(O[C@@H]2O[C@H](CO)[C@@H](O)[C@H](O)[C@H]2O)CC=C(CO)CC1 (stereo not given in full),i
CCOc1ccc(OCC)c(NC(C)=O)c1,i

# Part of the list above, as labelled records.
> N#Cc1cccc(NC(=O)N[C@H]2CO[C@H]3[C@@H]2OC[C@@H]3Nc2nccc(-c3cccs3)n2)c1
- ST2 IL33 inh = i

> COc1ccc(C2C3=C(CC(C)(C)CC3=O)Nc3nc(SCc4ccccc4)nn32)cc1OC (stereo not given)
- ST2 IL33 inh = u

# More entries:
Compound,ST2 IL33 inh
O=C(NCc1cccnc1)c1ccc(CS(=O)(=O)c2ccccc2)o1,u
N#CC1=C(N)Oc2cc(N)ccc2C1c1ccc(Cl)cc1 (stereo not given),u
Cc1nc(C(C)C)cc(N2CCCN(C(=O)c3ccco3)CC2)n1,i
CCCCN(C)CCCNC(=O)c1ccc2c(c1)NC(=O)CS2,i
CCOc1ccc(C(=O)c2sc3nc(N)c(C#N)c(CC)c3c2N)cc1,u
C[N+](C)(C)CCCCCC[N+](C)(C)C,i
CCOc1ccc(S(=O)(=O)NC2CCCCCC2)c2cccnc12,i
O=C(Nc1cccc(Cl)c1)N1CCCCCC1,u
Cc1ccccc1NC(=O)c1ccc(-c2nnc(-c3ccccc3)o2)cc1,i
COc1ccc(OC)c(/C=c2\sc3nnc(-c4ccccc4C)n3c2=O)c1,u
Cc1ccnc(SCCn2c(N3CCCCC3)nc3c2c(=O)[nH]c(=O)n3C)n1,i
COC(=O)CSc1nc(-c2cccs2)cc(-c2ccc(F)cc2)c1C#N,u
COc1ccc(N2CCCS2(=O)=O)cc1NC(=O)COc1ccccc1,i
O=C(NCc1ccco1)[C@@H]1Cc2nc[nH]c2CN1Cc1ccc(Cl)cc1,i
c1ccc2[nH]c(CN3CCCCC3)nc2c1,i
CCCCNC(=O)C1CC(=O)N(C2CCCCCC2)C1 (stereo not given),i
O=C1CCC(C(=O)N2CCOc3ccc(Cl)cc3C2)CN1CCCN1CCOCC1 (stereo not given),i
COCCOc1ccc(C(=O)N[C@@H]2CN(C(=O)NCc3ccccc3)CCC[C@H]2O)cc1,i
Cc1cccc2oc(-c3cccc(N=Cc4ccc(O)cc4O)c3)nc12,i
CCCNC(=O)Cn1c(=O)n(CC2CCC(C(=O)NC(C)C)CC2)c(=O)c2sccc21 (stereo not given),i
COC(=O)CNC(=O)c1cn(CC(C)C)c(=O)c2cc(OC)c(OC)cc12,i
CC1CCN(c2nnc(N3CCC(C)CC3)c3ccccc23)CC1,i
CC(C)N(Cc1nccn1C)C(=O)c1ccc(OC2CCN(C(=O)C3CC3)CC2)cc1,i
Cc1ccn2c(-c3csc(NCc4ccco4)n3)c(C)nc2c1,u
Cc1c(/C=C(\C#N)C(=O)NCc2ccco2)c2ccccc2n1Cc1ccccc1Cl,u

# The list continues:
Compound,ST2 IL33 inh
N#Cc1ccc(NC(=O)c2cc(-c3ccc(Cl)c(Cl)c3)on2)cc1,i
CC(=O)c1ccc(NC(=O)O[C@@H]2CO[C@H]3[C@@H]2OC[C@@H]3n2nnnc2Sc2ccccc2)cc1,i
CCN(C(=O)c1ccco1)c1ccccc1,i
Cc1nnc(SCC(=O)Nc2ccccc2Cl)s1,i
CCCN1CCC(Cc2noc(C3(N)CCCC3)n2)CC1,i
Cc1ccc(C2CC(=O)C3=C(C2)Nc2ccccc2NC3c2ccccc2F)cc1 (stereo not given),u
Cc1ccn2c(=O)cc(COc3cccc(NC(=O)CC(C)C)c3)nc2c1,i
CCOC(=O)C1C(=O)C=C(c2cccs2)CC1c1ccccc1OCC (stereo not given),i
Cc1ccc(C(=O)N(c2ccc(C(C)C)cc2)C2C=CS(=O)(=O)C2)cc1C (stereo not given),i
Cc1n[nH]c(C)c1S(=O)(=O)N1CCC(C(=O)N2CCN(c3ccccn3)CC2)CC1,i
COc1ccc(N(CC(=O)Nc2ccccc2Cl)S(=O)(=O)c2ccccc2)cc1,i
CCC(CC)C(=O)NCCc1ccc(OC)cc1,i
CC1=C(C(N)=O)C(c2ccccc2Cl)n2nc(SCc3ccccc3F)nc2N1 (stereo not given),i
O=[N+]([O-])c1ccccc1S(=O)(=O)NCc1cccs1,i
O=C(NC1CCCCC1)c1ccc(CS(=O)(=O)c2ccc(Br)cc2)o1,i
CC1=NOC(C(=O)NCc2cnn3ccccc23)C1 (stereo not given),u
Cn1nc(C2CCN(C(=O)CCn3ccnc3)CC2)n(-c2ccccc2)c1=O,i
CCOc1ccccc1NC(=O)Cc1ccc(F)cc1,i
COc1ccccc1NS(=O)(=O)c1ccc(Oc2ccc([N+](=O)[O-])cc2)cc1,i
Cn1c(=O)c2c(nc(Cl)n2CC(O)COc2cccc3ccccc23)n(C)c1=O (stereo not given),i
CC(C)Oc1ccc(NC(=O)c2cccs2)cc1,i
CN1CCC(CNC(=O)c2cccc(NC(=O)C3CCCC3)c2)C1 (stereo not given),u
CCOc1ccc(-n2c(SCC(=O)Nc3ccc(OC)cc3)nc3c(c2=O)SCC3)cc1,i
Cc1ccc(-c2cc(O)c3c(c2)CN(C(=O)CCc2n[nH]c(C)n2)CCO3)cc1,u
Cc1c(Cl)cccc1NC(=O)C(NS(=O)(=O)c1cccs1)c1ccccc1 (stereo not given),u

# Of the compounds above, these have a cyano group:
Compound,ST2 IL33 inh
N#Cc1cccc(NC(=O)N[C@H]2CO[C@H]3[C@@H]2OC[C@@H]3Nc2nccc(-c3cccs3)n2)c1,i
N#Cc1cccc(NC(=S)N[C@H]2CO[C@H]3[C@@H]2OC[C@@H]3n2nnnc2-c2ccc3c(c2)OCO3)c1,i
COc1ccc(-n2c(=O)c3ccccc3n(Cc3ccccc3C#N)c2=O)c(OC)c1,i
N#CC1=C(N)Oc2cc(N)ccc2C1c1ccc(Cl)cc1 (stereo not given),u
CCOc1ccc(C(=O)c2sc3nc(N)c(C#N)c(CC)c3c2N)cc1,u
COC(=O)CSc1nc(-c2cccs2)cc(-c2ccc(F)cc2)c1C#N,u
Cc1c(/C=C(\C#N)C(=O)NCc2ccco2)c2ccccc2n1Cc1ccccc1Cl,u
N#Cc1ccc(NC(=O)c2cc(-c3ccc(Cl)c(Cl)c3)on2)cc1,i

# (listing goes on)
Compound,ST2 IL33 inh
Cc1ccc(-c2nc3cnccn3c2NC2CCCC2)cc1,u
CC(C)CC(=O)Nc1cccc(NC(=O)c2ccccc2)c1,i
CCS(=O)(=O)c1ccc([N+](=O)[O-])s1,u
COC(=O)CC1C(=O)NCCN1Cc1nc2c(C)c(C)ccc2[nH]1 (stereo not given),u
CCc1nnc(NC(=O)CSc2n[nH]c(CC(C)C)n2)s1,i
O=[N+]([O-])c1ccc(Sc2c(-c3ccccc3)nc3ncccn23)cc1,u
Cc1ccc(C(=O)c2ccc(C)c(N)c2)cc1N,i
C=CCN1C(=O)C(Cc2ccc(OCC)cc2)SC1=Nc1ccc(C(=O)O)cc1 (stereo not given),i
CC1(C)CC[C@]2(C(=O)OC3OC(CO)C(O)C(O)C3O)CC[C@]3(C)C(=CCC4[C@@]5(C)CC[C@H](OC6OC(C(=O)O)C(O)C(OC7OC(CO)C(O)C(O)C7O)C6O)C(C)(C)C5CC[C@]43C)C2C1 (stereo not given in full),i
CCOc1ccccc1N1C(=O)CC(Nc2ccc(N3CCOCC3)cc2)C1=O (stereo not given),51%*
CC(C)(C)S(=O)(=O)c1ccc(NCCc2ccc(S(N)(=O)=O)cc2)nn1,i
COc1cc(CC2(CCC(=O)NCc3cc4cc(Cl)ccc4[nH]3)CCC(=O)N2)ccc1F (stereo not given),i
CC(=O)Nc1ccc(S(=O)(=O)Nc2nnc(C(C)(C)C)s2)cc1,u
CC(=O)Oc1ccc(N(C(C)=O)S(=O)(=O)c2ccc3ccccc3c2)cc1Br,i
OCCCc1cn(C2CCN(Cc3nc4ccccc4s3)CC2)nn1,u
Cn1c(=O)c2c(nc(NCCO)n2Cc2ccc(F)cc2)n(C)c1=O,i
CC(C(=O)NCC1(c2ccccc2)CCCC1)N1CCOCC1 (stereo not given),i
O=C(CO)n1c2ccccc2c2ccccc21,i
CC(=O)C1=C(O)C(=O)N(c2nccs2)C1c1ccc(F)cc1 (stereo not given),i
N#Cc1ccc(N2C[C@@H]3OCC(=O)N(Cc4ccccc4)[C@@H]3C2)nc1,i
CC1(C)CC(=O)C2=C(C1)NC1=C(C(=O)CC(C)(C)C1)C2c1ccccc1,i
Cc1ccccc1-c1nc(COc2ccc(C(N)=O)cc2)c(C)o1,i
Cn1ncc([N+](=O)[O-])c1C(=O)Nc1ccc(Br)cc1,i
O=C1NC[C@@H](CCC(=O)N2CCCC2)N2C[C@@H](NC(=S)Nc3ccccc3)C[C@@H]12,i
CCc1cc(C(=O)N(CC)Cc2cnn(C)c2)cs1,i

# (further entries)
Compound,ST2 IL33 inh
CN1C[C@@H](NC(=O)c2ccc(F)cc2)C[C@H]1c1nc(-c2ccncc2)no1,i
CC1=CC(C/C(C)=C/COc2ccc3ccc(=O)oc3c2)OC1=O (stereo not given),i
NCCOCc1ccc(-c2cc3ccccc3o2)cc1,i
COc1ccccc1S(=O)(=O)Cc1ccc(C(=O)NC2CCC(C)CC2)o1 (stereo not given),u
CCCCN(C)S(=O)(=O)c1ccc(C(=O)Nc2nnc(-c3ccc(Cl)s3)o2)cc1,i

# The list is partial (hit frequency here may not be typical).
